NPY Y1 blocker: antagonists of human neuropeptide Y receptor Y1; P25929; HEK293-CNG Y1 cells, membrane potential fluorescence; NPY at EC95, then isoproterenol; inhibition, % at 3.6 µM; hit rate 1% among 200,000; AID 1040;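 active means inhibition above the campaign mean inhibition of all tested compounds plus 3 SD, cut at about 20% in these data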;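 further: 0% = DMSO wells given NPY plus isoproterenol and 100% = isoproterenol alone without NPY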
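Material: HEK293 Y1/CNG channel cell line; also added: NPY (25 nM), isoproterenol (1 µM), Ro 20-1724 (25 µM); doses: one concentration, 3.6 µM, in 0.4% DMSO; schedule: compound incubation 1 h at room temperature, readout 45 min post-stimulation; technique: membrane potential fluorescence; measure: fluorescence ratio normalized to % inhibition between controls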
RBBP9 inhibitor: human RBBP9 hydrolase inhibition. O75884. hit rate 0.2% among 220,000. recombinant RBBP9, FP-Rh probe fluorescence polarization. inhibition, % at 7.94 µM. AID 1515;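 active means inhibition above the campaign mean of all tested compounds plus 3 SD, cut at about 14% in these data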;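 further: plate controls were DMSO wells with RBBP9 for no effect and wells lacking RBBP9 protein for full effect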
Target sequence (O75884 whole entry, looked up): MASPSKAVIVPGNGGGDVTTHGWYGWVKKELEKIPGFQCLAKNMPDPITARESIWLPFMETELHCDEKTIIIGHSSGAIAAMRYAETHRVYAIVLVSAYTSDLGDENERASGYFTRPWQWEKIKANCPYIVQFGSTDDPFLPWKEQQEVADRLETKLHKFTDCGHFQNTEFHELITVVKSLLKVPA
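Assay system: recombinant human RBBP9; Reagent: Serine-hydrolase probe FP-Rh, 375 nM pre-mixing; Doses: 7.94 µM single dose, 0.794% DMSO; Incubation: 30 min then 45 min, 25 °C; Detection: fluorescence polarization (mP), excitation 525 nm, emission 598 nm; Evaluation: percent inhibition from mP, scaled between DMSO and no-protein wells.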
MDM2 E3 inh: Mdm2 E3 ligase (human) inhibition | Q00987 | cell-based MDM2 ubiquitination luciferase reporter, 2 h; 0 = plate control, 100 = twice control, blank-subtracted | signal enhancement, % at 5 µM | hit rate 0.11% among 210,000 | AID 1230;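 active means signal enhancement of 30% or more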;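 further: luminescence tracks abundance of the self-degrading MDM2-luciferase fusion protein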
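Assay system: stable mammalian line carrying autodegrading MDM2–luciferase fusion reporter; amount: 2000 cells seeded into each well; buffer or medium: DMEM; benchmarks: plate control and blank wells; signal: luciferase luminescence; timing: 2 h compound exposure at 37 °C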
Hck-Nef inh: blocks Nef-activated human Hck kinase. Recombinant Hck-YEEI plus Nef, Z-Lyte FRET kinase assay. inhibition, % at 20 µM. hit rate 0.68% among 220,000. AID 463187;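 active means Hck-Nef kinase inhibition above about 50%, limit read from the data; inactive means inhibition below that limit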;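 further: 0% = DMSO with Hck plus Nef and 100% = Hck alone without Nef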
Target sequence (P08631 whole entry, looked up): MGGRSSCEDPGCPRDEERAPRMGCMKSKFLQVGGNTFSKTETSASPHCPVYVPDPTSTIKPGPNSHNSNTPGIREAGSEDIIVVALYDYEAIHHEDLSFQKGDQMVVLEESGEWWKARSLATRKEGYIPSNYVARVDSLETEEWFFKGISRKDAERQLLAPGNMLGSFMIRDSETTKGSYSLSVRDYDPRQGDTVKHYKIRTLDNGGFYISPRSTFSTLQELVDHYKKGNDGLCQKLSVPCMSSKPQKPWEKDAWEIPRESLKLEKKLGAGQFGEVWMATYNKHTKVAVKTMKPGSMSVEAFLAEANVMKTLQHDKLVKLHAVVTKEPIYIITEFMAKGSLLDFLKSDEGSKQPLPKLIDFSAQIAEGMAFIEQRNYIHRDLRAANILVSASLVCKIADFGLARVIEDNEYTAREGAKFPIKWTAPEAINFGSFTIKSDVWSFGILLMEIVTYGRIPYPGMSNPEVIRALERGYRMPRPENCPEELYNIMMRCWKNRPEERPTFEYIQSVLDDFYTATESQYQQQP
Runt-SMMHC FRET: Runt domain-CBFb-SMMHC interaction inhibition | AID 1434 | Cerulean-Runt/Venus-CBFb-SMMHC FRET ratio 530/480, 1 h | hit rate 0.74% among 220,000 | inhibition, % at 20 µM;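 active means mean inhibition across duplicate retests at 20 µM reaching about 50%, limit read from the data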;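 further: 0% = DMSO wells and 100% = wells with excess untagged CBFb-SMMHC; inhibitors lower the FRET ratio by blocking Runt binding to CBFb-SMMHC; some results filed as inactive read as strong as hits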
NPY2 pot ag: potentiators or agonists of human neuropeptide Y receptor Y2 | cells expressing NPY-Y2, potentiator/agonist read-out | hit rate 0.45% among 220,000 | AID 1359 | activation, % at 3.6 µM; in the data active means activation above about 27%;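 further: cells stimulated with NPY near EC25 plus isoproterenol at EC100; 0% = vehicle plus submaximal agonist and 100% = vehicle plus saturating agonist; some results beyond the cut were filed as inactive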
Runt-CBFb FRET: inhibitors of human RUNX1 Runt domain binding to CBFb; inhibition, % at 20 µM; Cerulean-Runt/Venus-CBFb FRET ratio 530/480, 1 h; Q01196+Q13951; hit rate 0.46% among 220,000;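 active means inhibition over about 50% at 20 µM in the single-dose screen, limit read from the data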;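 further: 0% = DMSO wells and 100% = excess unlabeled CBFb competitor control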
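Buffer or medium: Tris pH 7.5 buffer with BSA. Assay system: Cerulean-labeled Runt domain protein. Amount: each fluorescent fusion protein 100 nM. Read-out basis: loss of energy transfer signal. Incubation: 1 h compound exposure, room temperature. Probe or stimulus: Venus-CBFb binding partner, 100 nM. Detection: FRET, excitation 422 nm, emission at 530 and 480 nm.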
p97 inhibitor: inhibitors of human p97 ATPase. P55072. inhibition, % at 8 µM. recombinant p97 ATPase, Kinase-Glo ATP luminescence, 3 h. hit rate 0.42% among 220,000; in the data active means inhibition above about 15%;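 further: 0% = DMSO vehicle and 100% = wells lacking enzyme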
NPY1 pot ag: potentiates or activates human NPY-Y1 receptor; P25929; NPY-Y1 expressing cells, potentiator/agonist activation; activation, % at 3.6 µM; hit rate 0.37% among 220,000; AID 1304; in the data active means activation above about 33%, passing the limit was not always enough;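 further: cells stimulated with NPY at EC10 then isoproterenol at EC100; 0% = low agonist plus stimulus and 100% = saturating agonist plus stimulus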
Numbers without * were called inactive; . = no result given. An unsorted share of the library. About 3.5% of those tested had a hit in this group.

smiles	RBBP9 inhibitor	Hck-Nef inh	Runt-SMMHC FRET	NPY2 pot ag	NPY Y1 blocker	Runt-CBFb FRET	p97 inhibitor	NPY1 pot ag	MDM2 E3 inh
N#Cc1c(Nc2ccccc2)c(C=NCCN2CCOCC2)c[nH]c1=O	-8	0	-10	-11	-2	-3	-1	-12	2
Cc1nnc(NC(=O)c2cccc(S(=O)(=O)N3CCc4ccccc43)c2)s1	-12	-1	1	-5	3	1	-5	-9	-6
COc1ccccc1NC(NC(=O)c1ccco1)C(=O)c1ccccc1 (configuration not stated)	-3	3	-8	14	5	-2	4	-17	-3
Cc1ccc(S(=O)(=O)NC(=O)Nc2ccccc2F)cc1	-3	7	-7	-2	3	3	-5	-15	2
COc1cccc(NC(=O)CCN2C(=O)c3ccc([N+](=O)[O-])cc3C2=O)c1	-4	20	-2	-13	0	1	2	-4	-9
O=C(Cc1ncc(C(F)(F)F)cc1Cl)Nc1ccc(F)cc1	-9	0	-3	5	0	-1	1	7	-3
Cc1cc(-c2n[nH]c(=S)n2/N=C/C(Cl)=C/c2ccccc2)n[nH]1	-6	-3	18	-3	1	15	2	-4	-11
COc1ccc(C(=O)/C=C/c2cn(CC(O)CN3CCOCC3)c3ccccc23)cc1 (configuration not stated)	1	10	-129	0	4	-62	0	-32	-1
Fc1ccccc1N1CCN(c2nc(-c3cccs3)nc3ccccc23)CC1	-9	20	1	-35	5	2	0	-40	-2
NC(=O)C1C(c2ccccc2)=C1c1ccccc1	-6	-2	3	4	4	-2	0	-7	-2
CN1N=C2c3ccccc3CCC2C1c1ccc(Cl)cc1 (configuration not stated)	-8	8	0	4	.	-1	2	-17	-4
COc1ccccc1N1C(=O)CC(Sc2n[nH]c(-c3cccc(C)c3)n2)C1=O (configuration not stated)	-5	6	31	-4	1	23	2	5	1
CCOC(=O)Cn1c(=O)c(-c2ccccc2N)nc2ccccc21	.	25	2	.	.	1	.	.	-4
Cc1onc(-c2ccccc2Cl)c1C(=O)NCc1ccc2c(c1)cc(C)n2C	.	33	-5	.	.	3	.	.	-6
CCOC(=O)c1c(NC(=O)Cn2nnc(-c3ccccc3Cl)n2)sc(C)c1C	-9	1	4	-3	0	-2	0	12	-14
CCN(CC)CCC#CC(O)(c1ccccc1)C1CCCCC1 (configuration not stated)	-8	21	3	-7	16	1	1	7	-8
O=[N+]([O-])c1ccc(CSc2nc3ncc(Br)cc3[nH]2)cc1	-1	28	0	-9	.	1	4	3	-12
OCCNCc1cccc2ccccc12	-3	1	1	-5	-1	0	2	-10	-11
O=C(CN1CCN(C(c2ccccc2)c2ccccc2)CC1)N1CCOCC1	3	2	1	-6	0	2	-5	-1	-20
CC(C)(C)Nc1nc(Cl)nc(NCCN2CCOCC2)n1	-4	16	-2	3	.	0	-1	5	-8
O=C(Nc1ccccc1OC(F)F)c1ccc(F)cc1	-16	0	1	0	3	1	4	8	-12
O=c1cc(CN2CCCCC2)nc(C2CC2)[nH]1	0	-18	-2	5	5	1	4	8	-14
CCCCOC(=O)c1sc2nc(C)cc(C)c2c1N	-4	8	5	2	.	-5	4	-2	-7
Cc1ccc(NCc2nnc(SCC(=O)Nc3ncc(C)s3)n2CC2CCCO2)c(C)c1 (configuration not stated)	-4	-1	-7	9	-7	-4	-1	-2	-6
O=C(NCc1cccs1)c1ccc2c(c1)OCCO2	6	-1	1	10	1	1	12	-6	-39
CN(C(=O)COC(=O)c1ccccc1Nc1ccccc1)C1CCS(=O)(=O)C1 (configuration not stated)	6	2	-1	-14	3	-5	1	-2	.
COc1ccc(OCC(O)Cn2c(Nc3cccc(C)c3)nc3c2c(=O)n(C)c(=O)n3C)cc1 (configuration not stated)	-4	-1	-4	-4	-1	-6	7	-22	-1
O=C(COC(=O)c1ccccn1)NCc1ccccc1	-1	0	0	12	-1	0	-1	-28	-27
COc1ccccc1OCC(=O)NCCc1nc2ccccc2[nH]1	0	0	1	-2	4	18	-1	-18	-18
COC(=O)[C@@]1(Cc2ccc(F)cc2)[C@H]2c3cc(C(=O)N(C)C)n(Cc4ccccc4)c3C[C@H]2CN1C(=O)c1ccccc1	-10	0	-4	3	32*	-10	1	-11	.
CCn1c(=O)n(CC(=O)NCc2ccccc2OC)c(=O)c2ccccc21	-5	7	-1	-1	0	0	1	-2	4
CCOC(=O)CSc1nnc(NC(=O)c2cccc(S(=O)(=O)N3CCCCCC3)c2)s1	-7	-1	0	-18	1	.	5	19	-8
C[C@@H](C(=O)N[C@H](C(=O)O)c1ccccc1)n1nnc2ccccc2c1=O	-4	1	0	7	0	-2	1	-20	-2
CCC(c1nnnn1CCOC)N(Cc1cc2cc(C)c(C)cc2[nH]c1=O)CC1CCCO1 (configuration not stated)	-6	2	-26	-1	0	3	1	-20	-21
CCCCCCn1c(SCCOC)nc2c1c(=O)[nH]c(=O)n2C	.	29	-3	.	.	2	.	.	-15
COC(=O)C1=C(C)NC(=O)C1(NS(=O)(=O)c1ccc(NC(C)=O)cc1)C(F)(F)F (configuration not stated)	-6	0	3	7	0	2	4	19	-18
CC(C)NC(=O)CSc1nncn1-c1ccccc1	0	-2	-1	3	1	2	4	5	-9
C=CCNC(=O)CCc1nnc(C2(c3ccc(Cl)cc3)CCC2)o1	-3	17	-1	-10	5	0	4	5	-4
Clc1ccccc1Cc1noc(CN2CCN3CCCC3C2)n1 (configuration not stated)	-3	5	-3	8	0	-2	0	-14	1
CCOc1cc(S(=O)(=O)n2cnc(C)c2)ccc1Cl	1	8	-2	-9	6	0	-3	-13	-15
COC(=O)c1sccc1-n1cccc1C(=O)C(=O)Nc1ccc(F)cc1	-8	-12	0	0	4	1	-4	-12	-45
Cc1ccc(-n2c(=S)[nH]c3c(oc4ccccc43)c2=O)cc1C	-6	7	14	1	3	13	6	15	-14
O=C(Nc1ccccc1C1CC1)c1cccs1	0	3	-7	20	4	-4	-5	4	-13
COc1cc2c(cc1NC(=O)C(C)Sc1nc3ccccc3n1C)oc1ccccc12 (configuration not stated)	-6	2	-3	-11	3	6	4	-13	0
NS(=O)(=O)c1ccc(NC(=S)NCc2cccc(Cl)c2)cc1	1	0	-2	7	-8	6	5	-3	-14
CC(C)(CSc1nncn1/N=C/c1ccco1)NS(=O)(=O)c1ccc(Cl)cc1	-3	-2	2	-5	1	0	-6	21	-1
Cc1ccc(C)c(C(=O)COc2ccccc2[N+](=O)[O-])c1	-11	6	1	-11	3	4	-4	-14	-10
CCOC(=O)N1CCN(C(=O)C(NS(=O)(=O)c2cccc3nsnc23)c2ccccc2)CC1 (configuration not stated)	-6	1	0	-8	5	1	-1	15	0
Cc1nnc(NC(=O)c2ccc(S(=O)(=O)C(F)F)cc2)s1	2	4	-2	3	.	-1	2	4	-21
CC1CCN(C2=C(NS(=O)(=O)c3ccc(Cl)cc3)C(=O)c3ccccc3C2=O)CC1	4	1	-4	19	-17	-2	-1	44*	-5

High-throughput results: PubChem BioAssay, several laboratories
